# Source: PubChem BioAssay (National Center for Advancing Translational Sciences (NCATS))
# HCMV inh: human cytomegalovirus inhibition. HFF cells, HCMV-luciferase reporter, 72 h; hits give low values. activity change, negative = inhibition, % at 57.5 µM. actives 4.5% (n = 410,000); in the data active = activity change below about -60%; inconclusive = no clear call, values can overlap the other calls; inactive = above about -39%; note: % is set by controls: 0 for no effect and ±100 for the full control effect
#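 Two compound doses tested in HFFs infected with HCMV-luciferase, MOI 1 PFU/cell, 72 h at 37C. Lysate luminescence read with OneGlo; data normalized against buffer-only and 10uM Salinomycin inhibitor controls.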
# Shiga toxin inh: inhibitors of Shiga toxin in Vero cells | Vero cells, Shiga toxin protein synthesis inhibition reporter | AID 2315 | actives 9.2% (n = 290,000) | inhibition, % at 38.7 µM; in the data active = inhibition mostly above about 28%, no sharp cut-off; inactive = mostly below about 43%; note: 0% is about no effect
# Giardia FBPA inh: Giardia lamblia aldolase inhibition; A8B2U2; purified Giardia FBPA; Potency, µM (series often up to 59.6 µM), for inactives: at the highest dose activity, negative = inhibition, most hits filed as inhibitors; actives 0.71% (n = 290,000); note: potency is the fitted concentration of half-maximal effect; % is set by controls: 0 for no effect and ±100 for the full control effect; nearly all actives have a fitted effect of over 55% in size
# Target sequence (A8B2U2 whole entry, looked up): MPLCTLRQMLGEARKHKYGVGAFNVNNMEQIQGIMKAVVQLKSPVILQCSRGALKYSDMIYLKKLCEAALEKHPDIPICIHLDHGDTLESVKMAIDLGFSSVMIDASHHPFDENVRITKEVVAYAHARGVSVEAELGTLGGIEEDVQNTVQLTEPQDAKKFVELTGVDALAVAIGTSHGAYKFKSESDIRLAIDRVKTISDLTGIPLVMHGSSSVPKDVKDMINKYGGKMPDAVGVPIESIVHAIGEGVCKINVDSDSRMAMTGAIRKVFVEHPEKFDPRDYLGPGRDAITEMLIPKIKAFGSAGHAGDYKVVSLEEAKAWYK
#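 40 nM FBPA preincubated 10 min at RT with compound (up to 57.5 uM final), then substrate plus GAPDH/TPI/NAD/arsenate coupling and diaphorase/resazurin added. Fluorescence read after 20 min at RT, 525/598 nm.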
# AmpC detergent: inhibitors of E. coli AmpC beta-lactamase with detergent; P00811; actives 0.041% (n = 370,000); Potency, µM (top dose mostly 114 µM), without a hit: at the highest dose activity change, negative = inhibition, most hits filed as inhibitors; AmpC hydrolysis of nitrocefin, absorbance 480 nm, 0.01% Triton;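 note: potency is the fitted concentration of half-maximal effect; 0% = no-compound wells and -100% = no-enzyme wells; nearly all actives have a fitted effect of over 25% in size; some results filed as inactive show a strong effect at the top dose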
# Target sequence (P00811 whole entry, looked up): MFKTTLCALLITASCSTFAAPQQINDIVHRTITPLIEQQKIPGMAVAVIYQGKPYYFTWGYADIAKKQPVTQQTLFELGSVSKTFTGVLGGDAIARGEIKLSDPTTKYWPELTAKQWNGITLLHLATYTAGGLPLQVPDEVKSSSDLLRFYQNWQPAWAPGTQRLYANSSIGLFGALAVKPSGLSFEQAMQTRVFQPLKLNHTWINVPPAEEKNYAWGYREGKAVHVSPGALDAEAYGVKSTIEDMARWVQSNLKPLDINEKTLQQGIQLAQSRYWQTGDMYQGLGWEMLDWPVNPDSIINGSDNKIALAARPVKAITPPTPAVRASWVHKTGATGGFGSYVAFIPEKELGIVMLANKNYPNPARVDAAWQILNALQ
#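 20 mM phosphate pH 7.0 + 0.01% (detergent screen) or 0.0001% Triton X-100; 5.3 nM AmpC reagent; cpd preinc 15 min RT; nitrocefin (800 uM stock) to start; A480 q20 s × 4 min; Activity was normalised to no-enzyme and no-compound control wells.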
# AmpC inh no detg: inhibitors of E. coli AmpC beta-lactamase without detergent; Potency, µM (highest dose often 57.1 µM), for inactives: top-dose activity change, negative = inhibition, actives largely listed as inhibitors; AmpC nitrocefin hydrolysis, absorbance 480 nm, 0.0001% Triton; actives 0.52% (n = 330,000); P00811;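 note: potency is the fitted concentration of half-maximal effect; plate controls were no compound for no effect and no enzyme for full effect; nearly all actives have a fitted effect of over 20% in size; some results filed as inactive show a strong effect at the top dose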
#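 20 mM phosphate pH 7.0 + 0.01% (detergent screen) or 0.0001% Triton X-100; 5.3 nM AmpC reagent; cpd preinc 15 min RT; nitrocefin (800 uM stock) to start; A480 q20 s × 4 min; Activity was normalised to no-enzyme and no-compound control wells.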
# Cycloheximide cs: counter-screen for Shiga toxin inhibitors: cycloheximide protein synthesis inhibition; cell reporter, cycloheximide protein synthesis inhibition counterscreen; max response, %; actives 12% (n = 300,000); in the data active = max response mostly above about 13%, no sharp cut-off; inactive = mostly below about 14%; note: read at 38.3 µM for the half of the compounds with a filed dose; 0% is about no effect
# AMA1-RON2 inh: inhibitors of Plasmodium falciparum AMA1-RON2 interaction; AlphaScreen AMA1-biotinylated RON2 peptide binding; Potency, µM (highest dose often 58.2 µM), for the others: at the highest dose activity change, negative = inhibition, actives largely listed as inhibitors; actives 0.2% (n = 360,000);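 note: potency is the fitted concentration of half-maximal effect; 0% = vehicle wells and -100% = peptide control; nearly all actives have a fitted effect of over 45% in size; some results filed as inactive show a strong effect at the top dose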
#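 AMA1 (3D7) with his tag at 25 nM final met compounds first, then biotinylated RON2 peptide at 25 nM; detection used donor plus acceptor beads, 10 µg/mL apiece, read by AlphaScreen after 30 min at room temperature.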
# Starred values were filed as active, the others as inactive; i = inactive; ? = inconclusive; · = not tested or not shown; [ ] = another dose, or the depositor's remark. Unless noted, calls come from the whole dose curve; as a rule, active = well fitted curve in the direction sought with a large enough effect; inconclusive = small, poorly fitted or top-dose-only effect, or another doubt; inactive = no such curve, though single readings can be large; an effect the other way counts as inactive or inconclusive.
# Every second line gives: HCMV inh	Shiga toxin inh	Giardia FBPA inh	AmpC detergent	AmpC inh no detg	Cycloheximide cs	AMA1-RON2 inh
- Cc1cc(NC(=O)CSc2nc3ccccc3s2)no1
  25	7	0%	2%	-27%	1	0%
- CN(C)C(CNC(=O)c1ccc(OCc2cn3ccccc3n2)cc1)c1ccco1 (stereo not drawn)
  -9	·	·	-6%	4%	·	-21%
- c1ccc(CC2CCCNC2)cc1 (stereo not drawn)
  -6	37	-7%	4%	-18%	1	-13%
- CC1CCCN(Cc2c(O)ccc3c(=O)c(-c4nc5ccccc5s4)c(N)oc23)C1 (stereo not drawn)
  8	10	-5%	?	21%	5	21%
- COc1ccc(NC(=O)CSc2ccc(-c3ccco3)nn2)c(OC)c1
  -5	-11	·	2%	-1%	9	-5%
- c1ccc(-c2cnnc(N3CCOCC3)n2)cc1
  25	68*	3%	0%	-6%	63*	-5%
- CCCCOC(=O)NC(NCC(O)c1ccccc1)(C(F)(F)F)C(F)(F)F (stereo not drawn)
  -21	-20	-5%	?	8%	-2	2%
- Cc1ccc(C(=O)Nc2cccc(-c3nc4ncccc4o3)c2)cc1
  15	23	3%	2%	1%	6	-5%
- COC(=O)CC/C(O)=C1\C(=O)CC(C)(C)CC1=Nc1ccccc1OC
  17	-3	-1%	2%	25%	1	6%
- CCN(CC)c1ccc(/C=N\NC(=O)c2cccc3cc[nH]c23)cc1
  -63*	43*	-5%	0%	-48%	32*	32%[activator]
- CSc1ccc(Cn2nnc(C(=O)NCCc3ccc(Cl)cc3)c2N)cc1
  0	14	0%	-3%	-24%	2	0%
- Cc1cc(C)c2c(=O)n(CC(=O)NCCCN3CCN(c4ccccc4F)CC3)sc2n1
  ·	10	-14%	?	-7%	-2	-1%
- Cc1nnc(SC(=O)N2c3ccccc3Sc3ccccc32)s1
  ?	-12	-10%	-1%	34%	-3	-17%
- Nc1nc(-c2ccccc2)c(-c2ccccc2)o1
  6	34	9%	7%	-5%	-2	9%
- CCOP(=O)(c1ccccc1)c1nc(-c2ccc(F)cc2)oc1N1CCCCC1 (stereo not drawn)
  2	-21	4%	-12%	184%[activator]	-3	-10%
- COCCCNc1nc2c(c(=O)[nH]c(=O)n2C)n1CC(O)COc1ccccc1 (stereo not drawn)
  -15	-3	-6%	-17%	-2%	-6	9%
- CCCCC(=O)Nc1nc(-c2ccc(S(=O)(=O)N3CCOCC3)cc2)cs1
  -90*	2	·	-10%	-21%	-3	4%
- COc1ccc2c(c1OC)C(=O)OC2N1C(=O)CC[C@H]1C(=O)NCC1CCCO1 (stereo partly drawn)
  1	3	-4%	-10%	-23%	2	8%
- COc1ccc(CC(=O)O/N=C(\N)Cc2cccc3ccccc23)cc1
  42	-9	4%	?	-27%	5	21%
- O=C(CNC(=O)c1ccccc1)OCC(=O)c1ccccc1Cl
  -10	-8	·	?	0%	0	1%
- Cc1cc2c(cc1C)NC1=C(N2)OC(c2cccc(O)c2)C1=O (stereo not drawn)
  91	38	-4%	4%	-12%	7.4*	6%
- Cc1cc(NC(=O)CSc2nnc(-c3ccc4c(c3)OCCO4)o2)no1
  152	121*	11%	-16%	-21%	22*	-7%
- Cc1ccc(C(=O)N2CCN(c3ncnc4c(-c5ccccc5)nsc34)CC2)cc1
  ·	18	7%	-7%	-20%	12	·
- O=C(COc1ccc([N+](=O)[O-])cc1)NCc1ccncc1
  -30	-3	0%	-7%	1%	-3	33%[activator]
- COCCCNC(=O)CC1C(=O)N(Cc2ccccc2)C(C)c2nc3ccccc3n21 (stereo not drawn)
  7	-9	4%	-3%	2%	-5	7%
- Cc1noc(C)c1COC(=O)[C@H](C)NS(=O)(=O)c1ccc(Cl)c(Cl)c1
  -7	-3	4%	-1%	14%	-2	-16%
- O=C(NCCCN1CCOCC1)C(=O)NCC1OCCN1S(=O)(=O)c1ccc(Br)cc1 (stereo not drawn)
  ?	-5	11%	-1%	47%	-2	15%
- COc1cc(SC)ccc1C(=O)NNC(=O)C1COc2ccccc2O1 (stereo not drawn)
  12	·	·	·	-33%	·	57%[activator]
- COc1ccc(-c2csc3ncn(Cc4ccccc4)c(=O)c23)cc1
  -7	12	-7%	17%	-19%	-2	6%
- Cc1cc(C)nc(SC2CC(=O)N(c3ccc(C)c(C)c3)C2=O)n1 (stereo not drawn)
  -28	-3	1%	1%	10%	1	4%
- O=C(CN1CCC(NC(=O)Cc2ccccc2)CC1)Nc1cccc2ccccc12
  13	-19	4%	-12%	45%	-4	3%
- N#CC(C#N)=Cc1cc2ccccc2nc1N1CCCCC1
  27	41*	-15%	10%	-33%	42*	3%
- O=C(Oc1cccnc1)c1ccc([N+](=O)[O-])cc1
  42	-15	-1%	-2%	-9%	0	-10%
- CCOC(=O)N1CCN(S(=O)(=O)c2ccc(C(=O)N(CCCN(C)C)c3nc4c(C)c(C)ccc4s3)cc2)CC1
  -30	·	·	?	?	·	?
- Cc1ccccc1CNC(=O)CCn1nc(C)c2c(C)n(-c3ccccc3)nc2c1=O
  -10	-3	·	4%	1%	9	1%
- COc1ccc2c(c1)nc(SCC(=O)c1cccs1)n2C
  9	55	-28%	?	-28%	41*	-15%
- COc1ccc(-c2ccc(C(C)=O)cc2)cc1C1C2C=CCC(C)C2C(=O)N1Cc1ccccc1 (stereo not drawn)
  ·	-6	-5%	·	·	6	·
- Cc1c(C(=O)N2CCc3ccccc3C2)oc2ccc(Br)cc12
  3	·	·	-10%	-43%	·	11%
- COc1ccc(CNC(=O)COC(=O)c2ccc(C)c(S(=O)(=O)N3CCOCC3)c2)cc1OC
  0	·	·	10%	39%	·	-7%
- CCCOc1ccc2nc(C)c(CCC)c(SC(=N)N)c2c1
  26	-3	-25%	8%	-6%	1	-12%

# Already shown: entries from further up.
# Every second line gives: HCMV inh	Shiga toxin inh	Giardia FBPA inh	AmpC detergent	AmpC inh no detg	Cycloheximide cs	AMA1-RON2 inh
- COc1ccc(-c2ccc(C(C)=O)cc2)cc1C1C2C=CCC(C)C2C(=O)N1Cc1ccccc1 (stereo not drawn)
  ·	-6	-5%	·	·	6	·
- Cc1c(C(=O)N2CCc3ccccc3C2)oc2ccc(Br)cc12
  3	·	·	-10%	-43%	·	11%
- COc1ccc(CNC(=O)COC(=O)c2ccc(C)c(S(=O)(=O)N3CCOCC3)c2)cc1OC
  0	·	·	10%	39%	·	-7%
- CCCOc1ccc2nc(C)c(CCC)c(SC(=N)N)c2c1
  26	-3	-25%	8%	-6%	1	-12%

# (continued)
# Every second line gives: HCMV inh	Shiga toxin inh	Giardia FBPA inh	AmpC detergent	AmpC inh no detg	Cycloheximide cs	AMA1-RON2 inh
- CCOC(=O)CN(C(=O)c1ccccc1[N+](=O)[O-])C(C)(C)C
  ?	-4	0%	-14%	-6%	1	7%
- CC(C)CC1Nc2ncnc(N3CCCCC3)c2N(Cc2ccc(Br)cc2)C1=O (stereo not drawn)
  33	·	·	?	-7%	·	-11%
- CN1CCN(CCCNC(=O)c2ccc(/C=C3\Oc4ccccc4N(Cc4ccccc4F)C3=O)cc2)CC1
  -30	-3	-8%	2%	123%[activator]	-7	59%[activator]
- O=C(O)c1ccccc1C(=O)Nc1ccc(-n2ccc(C(F)(F)F)n2)cc1
  0	2	2%	-2%	-3%	-2	3%
- Cc1nc2ccccc2nc1CN1CCC(CO)(CC2CCCCO2)CC1 (stereo not drawn)
  20	4	1%	5%	-6%	-3	7%
- CCN1CCN(c2ccc(Cl)cc2NC(=O)c2ccc(-n3nc(C)cc3C)cc2)CC1
  1	·	·	5%	203%[activator]	·	-5%
- CC[n+]1ccc(C)c2cc(SC(F)(F)F)ccc21
  ·	-4	-25%	-1%	-2%	-3	-26%
- O=C1OC2(CCCCC2)CC2=C1C1O[C@](CCCCN3C(=O)c4ccccc4C3=O)(Cc3ccccc31)O2
  ·	i	2%[12.9 µM]	?	-42%[11.4 µM]	-5	·
- Cc1cc2ccccn2c1C(=O)c1cccc([N+](=O)[O-])c1
  ?	14	-12%	9%	-8%	-2	-24%
- Cc1ccccc1NC(=O)COC(=O)C1CC2CCCC(C1)C2=O (stereo not drawn)
  -5	·	·	-9%	-2%	·	-6%[11.6 µM]

# Molecules listed so far that have fluorine, in the order listed:
# Every second line gives: HCMV inh	Shiga toxin inh	Giardia FBPA inh	AmpC detergent	AmpC inh no detg	Cycloheximide cs	AMA1-RON2 inh
- CCCCOC(=O)NC(NCC(O)c1ccccc1)(C(F)(F)F)C(F)(F)F (stereo not drawn)
  -21	-20	-5%	?	8%	-2	2%
- Cc1cc(C)c2c(=O)n(CC(=O)NCCCN3CCN(c4ccccc4F)CC3)sc2n1
  ·	10	-14%	?	-7%	-2	-1%
- CCOP(=O)(c1ccccc1)c1nc(-c2ccc(F)cc2)oc1N1CCCCC1 (stereo not drawn)
  2	-21	4%	-12%	184%[activator]	-3	-10%
- CN1CCN(CCCNC(=O)c2ccc(/C=C3\Oc4ccccc4N(Cc4ccccc4F)C3=O)cc2)CC1
  -30	-3	-8%	2%	123%[activator]	-7	59%[activator]
- O=C(O)c1ccccc1C(=O)Nc1ccc(-n2ccc(C(F)(F)F)n2)cc1
  0	2	2%	-2%	-3%	-2	3%
- CC[n+]1ccc(C)c2cc(SC(F)(F)F)ccc21
  ·	-4	-25%	-1%	-2%	-3	-26%

# The listing continues:
# Every second line gives: HCMV inh	Shiga toxin inh	Giardia FBPA inh	AmpC detergent	AmpC inh no detg	Cycloheximide cs	AMA1-RON2 inh
- C=CCC1C=CCC(CC=C)N1C(=O)c1ccccc1[N+](=O)[O-] (stereo not drawn)
  -24	-3	5%	-2%	4%	-4	4%
- COc1ccc(NS(=O)(=O)c2ccc(N3CCCC3=O)cc2)cn1
  ?	-11	6%	3%	-19%	11	2%
- CC1(C)C(CO)=CC(=O)C2=C1SCC(=O)N2
  -3	-13	1%	-6%	-11%	-5	-2%
- Cc1cc2c(NC3CCCCC3)ncnc2s1
  ?	-4	?	?	-20%	0	-3%
- O=C1C=C(c2ccc(Cl)c(C(F)(F)F)c2)C[C@@H](c2ccc3c(c2)OCO3)C1
  ?	·	·	-3%	-24%	·	-8%
- Cc1c(NC(=O)C(C)Oc2ncnc3ccccc23)c(=O)n(-c2ccccc2)n1C (stereo not drawn)
  -21	-9	1%	?	-19%	-2	-1%
- CC(C)N(Cc1nc(-c2ccccc2)no1)C(=O)CCCN1C(=O)c2ccccc2C1=O
  -4	-4	0%	-5%	80%[activator]	7	-12%
